# ERK AVP inh – blocks ERK signaling stimulated by vasopressin; 72,000 compounds, 0.99% hits; HEK293-V1b, vasopressin-stimulated pERK AlphaScreen; Potency, µM (titrated, usually from 57.5 µM), inactives show top-dose activity, negative = inhibition, hits mostly inhibitors; note: potency is the fitted concentration of half-maximal effect; % is set by controls: 0 for no effect and ±100 for the full control effect; nearly all actives have a fitted effect of over 55% in size
#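 HEK293 cells stably expressing V1b receptor, preincubated 30 min at 37 °C with compound, then stimulated 5 min with 25 nM vasopressin. Phospho-ERK by AlphaScreen SureFire after 5 h RT; normalized to DMSO and vasopressin; AC50 by Hill fit.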
# USP2a inhib – USP2a (human) protease inhibition; USP2a enzymatic assay, qHTS inhibition; Potency, µM (highest dose often 38.3 µM), inactives show at the highest dose activity change, negative = inhibition, usual class: inhibitors; 60,000 compounds, 0.1% hits; AID 927;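 note: potency is the fitted concentration of half-maximal effect; nearly all actives have a fitted effect of over 60% in size; plate controls were DMSO for no effect and NEM full inhibition control for full effect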
# Target sequence (O75604 whole entry, looked up): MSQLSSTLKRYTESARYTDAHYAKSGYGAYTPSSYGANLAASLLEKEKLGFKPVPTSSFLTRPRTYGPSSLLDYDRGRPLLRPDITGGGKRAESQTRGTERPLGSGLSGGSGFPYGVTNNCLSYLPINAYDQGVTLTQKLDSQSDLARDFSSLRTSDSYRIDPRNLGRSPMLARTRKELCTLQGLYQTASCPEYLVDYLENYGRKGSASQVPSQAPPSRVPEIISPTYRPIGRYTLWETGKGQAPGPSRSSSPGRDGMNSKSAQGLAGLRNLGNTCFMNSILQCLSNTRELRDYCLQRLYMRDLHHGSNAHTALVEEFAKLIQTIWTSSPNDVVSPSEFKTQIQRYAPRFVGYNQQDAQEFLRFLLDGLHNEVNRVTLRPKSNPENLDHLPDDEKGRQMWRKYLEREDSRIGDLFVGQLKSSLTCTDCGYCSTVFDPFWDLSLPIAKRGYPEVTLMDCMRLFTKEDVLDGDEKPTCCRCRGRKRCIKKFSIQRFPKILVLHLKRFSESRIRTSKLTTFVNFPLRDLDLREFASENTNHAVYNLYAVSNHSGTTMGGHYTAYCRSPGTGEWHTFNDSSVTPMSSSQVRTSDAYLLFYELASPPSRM
#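 Inhibition is measured in a cell-free coupled assay with 20 nM USP2 core, 20 nM Ub-PLA2 and 20 uM NBD C6-HPC, 2.5 h incubation. Activity normalized to NEM control.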
# Tau fil binding – binds recombinant human tau filaments | 71,000 compounds, 2% hits | Potency, µM (titrated, usually from 57.1 µM), without a hit: at the top dose activity change, negative = inhibition | P10636 | recombinant tau filaments, thioflavin S fluorescence, 15 h; filaments grown with octadecylsulfate alongside compound | AID 596;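 note: potency is the fitted concentration of half-maximal effect; % is set by controls: 0 for no effect and ±100 for the full control effect; actives lower thioflavin S fluorescence by blocking filaments or displacing dye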
#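 Recombinant tau protein (human, 1 uM final) plus 30 uM ODS in HEPES pH 7.4 with NaCl, DTT and thioflavine S. Compound present from the start; fluorescence at 510 nm after 15 h, 37 C.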
# BRCT inh green – inhibitors of human BRCA1 BRCT-phosphoprotein interaction (green fluorophore); BRCA1 BRCT-phosphopeptide binding, green fluorescence polarization; Potency, µM (series often up to 76.9 µM), for inactives: at the top dose activity change, negative = inhibition, hits mostly inhibitors; 75,000 compounds, 0.05% hits;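 note: potency is the fitted concentration of half-maximal effect; plate controls were peptide without protein for full effect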
#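 Fluorescence polarization: His-tagged BRCT (~35 kDa BRCA1 C-terminus, 250 nM) bound to 100 nM fluorescein-labeled phosphorylated 10-aa BACH1 peptide, pH 7.3 phosphate buffer with DTT and Tween 20. Compounds incubated 12 min at room temperature; inhibition read as lowered polarization.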
# HEK293 cAMP ctrl – parental HEK293 cAMP activation (counter-screen). parental HEK293 CNG cAMP sensor, membrane potential fluorescence. Potency, µM (series often up to 57.1 µM), for the others: at the top dose activation, most hits filed as activators. 73,000 compounds, 2.5% hits; note: potency is the fitted concentration of half-maximal effect; % of control where 0% means no effect; nearly all actives have a fitted effect of over 55% in size
#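 Parental HEK 293 cells stably expressing a cAMP-gated CNG channel were loaded with membrane potential dye containing 100 uM RO 20-1724 for 60 min. Compound added for 30 min; depolarization read as fluorescence intensity at 590 nm.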
# Luciferase inh – inhibitors of firefly luciferase; purified firefly luciferase, luminescence, 8 min; Potency, µM (top dose mostly 57.1 µM), for inactives: at the highest dose activity change, negative = inhibition, usual class: inhibitors; 72,000 compounds, 2.2% hits; AID 411; note: potency is the fitted concentration of half-maximal effect; % is set by controls: 0 for no effect and ±100 for the full control effect; nearly all actives have a fitted effect of over 40% in size
#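 Here, luciferase activity is measured as luminescence following an 8 min room-temperature reaction at 10 uM ATP, pH 7.2. Every library sample is titrated.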
# Casp7 inh – caspase-7 (human) inhibition, allosteric or competitive; recombinant caspase-7, Ac-DEVD-AFC fluorescence rate; 75,000 compounds, 0.02% hits; Potency, µM (titrated, usually from 57.5 µM), for the others: at the highest dose activity change, negative = inhibition, actives largely listed as inhibitors; P55210; active = well fitted inhibition curve with a large enough effect in the main read-out, with a control signal flat, not every such curve was filed as active; inconclusive = small, poorly fitted or top-dose-only effect, or a change in a side signal; note: potency is the fitted concentration of half-maximal effect; % of control where 0% means no effect
# A350 fluor – compounds fluorescent in Alexa 350 spectral region. 59,000 compounds, 11% hits. Compound autofluorescence, 340/450 nm, Alexa 350 dye-equivalents; stronger effect = higher value. AID 590. max dye-equivalent concentration, M; in the data active = max dye-equivalent concentration above about 10 nM; inconclusive = mostly about 1.1 nM to 9.6 nM
# BRCT inh red – BRCT-phosphoprotein interaction inhibition (red fluorophore) | AID 892 | BRCT-phosphopeptide binding, red fluorescence polarization | Potency, µM (highest dose often 76.9 µM), for the others: at the highest dose activity change, negative = inhibition, hits mostly inhibitors | 75,000 compounds, 0.03% hits; note: % is set by controls: 0 for no effect and ±100 for the full control effect
#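 Fluorescence polarization: 100 nM His-tagged BRCA1 BRCT with 100 nM TAMRA-labelled phospho-BACH1 decapeptide, phosphate buffer pH 7.3 with 150 mM NaCl, DTT, 0.01% Tween 20; 12 min RT. Binding inhibition seen as FP decrease.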
# Casp1 inh – allosteric or competitive inhibitors of human caspase-1. P29466. Caspase-1 enzyme, Ac-WEHD-AFC fluorogenic rate. Potency, µM (series often up to 57.5 µM), for the others: at the top dose activity change, negative = inhibition, hits mostly inhibitors. 75,000 compounds, 0.03% hits. AID 900;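 note: potency is the fitted concentration of half-maximal effect; plate controls were vehicle for no effect and no substrate for full effect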
# Target sequence (P29466 120-297 limits assumed): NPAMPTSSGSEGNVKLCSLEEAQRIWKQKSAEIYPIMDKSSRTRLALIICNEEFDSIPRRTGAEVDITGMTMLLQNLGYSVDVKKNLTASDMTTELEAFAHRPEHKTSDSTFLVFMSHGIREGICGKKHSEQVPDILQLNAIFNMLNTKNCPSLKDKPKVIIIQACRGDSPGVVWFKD
# Target sequence (P29466 317-404 limits assumed): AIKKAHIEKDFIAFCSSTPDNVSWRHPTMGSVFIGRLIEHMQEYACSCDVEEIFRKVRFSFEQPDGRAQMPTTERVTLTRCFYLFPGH
# CRE-bla Fsk – CRE-bla signaling modulation under forskolin stimulation; 71,000 compounds, 2.5% hits; Potency, µM (highest dose often 38.2 µM), for inactives: top-dose activity change, negative = inhibition, most hits filed as activators; CHO CRE-bla reporter (cAMP response element driving beta-lactamase), forskolin EC10, beta-lactamase ratio; active = well fitted activation curve with a large enough effect in the signal ratio, with a control signal flat, not every such curve was filed as active; inconclusive = small, poorly fitted or top-dose-only effect, or effect the other way, or a change in a side signal; the % refers to the signal ratio; note: potency is the fitted concentration of half-maximal effect; % of control where 0% means no effect
#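 Modulation of forskolin signalling: compounds in titration series added with EC10 NKH 477 to CHO cells carrying a CRE-driven beta-lactamase reporter, 3 h, 37C. CCF4 FRET ratio (460/530 nm, ex 405 nm) gives %activity and AC50.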
# * marks the source's active call; other numbers are inactive results; i = inactive; u = inconclusive; x = not tested or not shown; [ ] = another dose, or the depositor's remark. Unless noted, calls come from the whole dose curve; as a rule, active = well fitted curve in the direction sought with a large enough effect; inconclusive = small, poorly fitted or top-dose-only effect, or another doubt; inactive = no such curve, though single readings can be large; an effect the other way counts as inactive or inconclusive.
SMILES,ERK AVP inh,USP2a inhib,Tau fil binding,BRCT inh green,HEK293 cAMP ctrl,Luciferase inh,Casp7 inh,A350 fluor,BRCT inh red,Casp1 inh,CRE-bla Fsk
CC(C)Cc1cc(C(=O)Nc2sc3c(c2C#N)CCCC3)no1,-1%,x,15%,-1.1%,19%,1%,-2%,x,-1.8%,-3%,u
Cc1nn(CCCNC(=O)C2CCCO2)cc1Br (stereo unspecified),-6%,6%,1%,0.3%,5%,4%,0%,i,-1.6%,0%,0%
Cc1ccc(CNC(=O)CSc2ncccn2)cc1,-4%,-3%,7%,-2.3%,15%,-3%,0%,u,-1.6%,1%,4%
Cc1nnc(NC(=O)Cc2cccs2)s1,-16%,15%,-11%,-7.1%,5%,0%,-1%,u,-7.6%,-4%,-6%
COc1cc2c(cc1OC)C(C(=O)NCc1cccnc1)C(c1cccnc1)N(C)C2=O (stereo unspecified),-6%,-2%,-6%,-0.1%,5%,2%,-1%,i,-1.5%,1%,-2%
C[C@@H](C(=O)Nc1ccc2ccccc2c1)[C@H]1C[C@]1(C)[C@H](NP(=O)(c1ccccc1)c1ccccc1)c1ccccc1,-6%,x,97%,-1.6%,-3%,x,-2%,x,0.9%,-1%,-6%
Cc1nc(CN2CCCC2=NC#N)n(-c2ccccc2)n1,-2%,5%,-10%,-1.4%,19%,4%,0%,x,-0.9%,-1%,-1%
Cc1cccc(OCCCC(=O)Nc2ccc(S(=O)(=O)Nc3onc(C)c3C)cc2)c1,0%,2%,2%,-7.4%,6%,-3%,2%,i,-1.4%,-2%,-8%
CCCCNC(=O)Nc1ccccc1C(=O)NCc1ccco1,-6%,26%,-7%,-2.4%,1%,-2%,-5%,u,1.1%,-2%,-6%
CCOC(=O)c1cc2sc(C)cc2n1CC(=O)N1CCN(C(=O)c2ccco2)CC1,-4%,3%,18%,0.5%,-1%,1%,7%,i,-1.5%,3%,u
COCCOC(=O)C1=C(C)NC2=C(C(=O)CCC2)C1c1cc2c(cc1Br)OCO2 (stereo unspecified),-3%,x,1%,-3.2%,-6%,-1%,-29%,x,2.7%,-17%,7%
CN(C)S(=O)(=O)c1cccc(C(=O)NCC2CCCO2)c1 (stereo unspecified),-1%,-7%,14%,0.0%,2%,0%,-2%,i,-1.5%,-1%,1%
O=S(=O)(Nc1ccc(N2CCOCC2)nn1)c1ccccc1,-5%,4%,2%,-6.3%,4%,3%,-1%,u,-0.6%,-2%,u
COC(=O)C/C=C/C(C)C(OCc1cccc(-c2ccccc2)c1)C1CCCCC1 (stereo unspecified),5%[11.5 µM],x,x,-1.4%[15.4 µM],6%[11.4 µM],x,1%[11.5 µM],x,0.1%[15.4 µM],1%[11.5 µM],x
O=C(Nc1cnccn1)c1cccs1,x,x,x,-0.9%,u,x,-2%,x,-2.3%,-3%,x
O=C(OCc1ccc2c(c1)OCO2)c1ccc(S(=O)(=O)N2CCCC2)cc1,29%,-5%,3%,-0.5%,u,0%,2%,i,-0.5%,-5%,-2%
CCOC(=O)CCCNC(=O)COc1ccccc1C#N,8%,2%,6%,-0.9%,4%,-1%,-5%,i,1.2%,0%,u
COCC#Cc1ccc(C2C(C)CCC3C(=O)N4C(CCC(C)C4c4ccc(C#CCOC)cc4)C(=O)N32)cc1 (stereo unspecified),5%[11.5 µM],x,x,0.3%[15.4 µM],-2%[11.4 µM],x,-2%[11.5 µM],x,1.4%[15.4 µM],-1%[11.5 µM],x
CCCCOC(=O)C(C)Oc1ccc(=O)n(-c2ccccc2)n1 (stereo unspecified),-1%,x,-21%,-2.4%,16%,2%,-2%,x,-0.5%,3%,10%
CCOC(=O)c1c(C)oc2c1c(C=NCC1CCCO1)c(O)c1ccccc12 (stereo unspecified),20%,6%,u,-1.8%,-8%,-1%,-4%,i,-0.5%,-3%,-6%
O=C(OCC(=O)c1ccc(S(=O)(=O)N2CCCC2)cc1)C1=COCCO1,3%,24%,-11%,0.8%,2%,3%,-2%,u,1.9%,-1%,2%
Cc1ccc(-n2c(=O)cc(NCc3cccnc3)[nH]c2=O)cc1,-4%,-1%,5%,-0.4%,25%,2%,-2%,i,-1.0%,2%,9%
Cc1ccc2cc(CN(CCN3CCOCC3)Cc3nnnn3Cc3ccco3)c(=O)[nH]c2c1C,-20%,12%,26%,5.2%,26%,0%,-13%,i,-0.6%,-15%,-5%
CCn1cc(CNC(=O)C2C3CCC(C3)C2C(=O)O)cn1 (stereo unspecified),-15%,-5%,-1%,0.5%,4%,2%,0%,i,0.0%,-2%,-24%

# Entries of single compounds, quoted from the list. Order of values: ERK AVP inh | USP2a inhib | Tau fil binding | BRCT inh green | HEK293 cAMP ctrl | Luciferase inh | Casp7 inh | A350 fluor | BRCT inh red | Casp1 inh | CRE-bla Fsk
# `O=C(OCC(=O)c1ccc(S(=O)(=O)N2CCCC2)cc1)C1=COCCO1` as listed: 3% | 24% | -11% | 0.8% | 2% | 3% | -2% | u | 1.9% | -1% | 2%
# `Cc1ccc2cc(CN(CCN3CCOCC3)Cc3nnnn3Cc3ccco3)c(=O)[nH]c2c1C` as listed: -20% | 12% | 26% | 5.2% | 26% | 0% | -13% | i | -0.6% | -15% | -5%

# Next section.
SMILES,ERK AVP inh,USP2a inhib,Tau fil binding,BRCT inh green,HEK293 cAMP ctrl,Luciferase inh,Casp7 inh,A350 fluor,BRCT inh red,Casp1 inh,CRE-bla Fsk
Cc1ccc(C)c(-n2c(N)c(C(N)=O)sc2=S)c1,-18%,3%,-12%,1.1%,3%,0%,0%,6.7e-08M*,-0.1%,0%,u
CN(C)CC(C)(C)CN1c2ccccc2Sc2ccccc21,15%[11.5 µM],x,-29%[11.4 µM],-1.0%[15.4 µM],10%[11.4 µM],3%[11.4 µM],0%[11.5 µM],i,-1.8%[15.4 µM],0%[11.5 µM],-10%[7.6 µM]
CCCC(=O)NCCc1cc2c(C)ccc(C)c2[nH]c1=O,x,x,-5%,8.0%,-4%,2%,-2%,x,6.4%,-2%,13µM*
c1ccc(-c2cnn3nnnc3n2)cc1,2%,1%,-2%,-1.7%,-2%,0%,-10%,2.2e-08M*,1.0%,-1%,1%
COC(=O)C(C)Sc1ccc2nnc(-c3cccc(F)c3)n2n1 (stereo unspecified),x,x,-8%,0.6%,2%,0%,0%,x,-1.0%,-3%,u
Cc1cc(C)nc(N2CCC(C(=O)NCC3CCCCC3)CC2)n1,-6%,29%,-6%,-1.2%,3%,0%,0%,i,1.2%,2%,-2%
CCn1c(Cc2ccccc2)nnc1SCC(=O)Nc1nc2ccccc2s1,-9%,9%,7%,-1.9%,11%,0%,-3%,i,-1.7%,0%,-4%
CCCc1noc(-c2ccc(-c3ccccc3)cc2)n1,-16%,-5%,-15%,-2.0%,1%,-21%,-1%,i,-0.5%,3%,u
CCCCCC1=C2CNC(C)(C(=O)OC)C=C2C(C)C1=O (stereo unspecified),8%,x,23%,-2.4%,21%,x,-7%,x,0.5%,-1%,-14%
COc1ccc(-n2c(C)cc(C(=O)CSc3nn4c(=O)c(C(C)(C)C)nnc4s3)c2C)cc1,-2%,17%,20µM*,1.0%,-1%,2µM*,-2%,i,0.5%,-2%,-5%
Cc1nc(SCCC(=O)O)c2ccccc2n1,x,x,x,-1.1%,u,x,2%,x,-1.2%,-3%,x
Cc1cc(C(=O)OCc2nc3ccccc3s2)c(C)o1,13%,2%,4%,1.7%,24%,-7%,-3%,i,-1.3%,-2%,-3%
COc1ccc(C)cc1NC(=O)c1[nH]c(C)c(C(C)=O)c1C,12%,2%,6%,-4.3%,-4%,1%,0%,i,-4.2%,3%,18%
CCOCCn1c(CN2CCC(Cc3ccccc3)CC2)nc2c1c(=O)n(C)c(=O)n2C,-2%,7%,7%,1.0%,14%,0%,0%,i,-1.4%,0%,22%
Cc1cc2oc(=O)cc(CN3CCN(Cc4ccccc4)CC3)c2cc1Cl,-20%,11%,2%,0.0%,29%,2%,0%,i,1.0%,-2%,5%
O=C(CSc1nnc(Cc2ccccc2)o1)NCCc1ccccc1,-9%,5%,2%,-1.2%,11%,2%,1%,i,0.9%,-4%,-8%
CC(=O)Oc1ccc2c(c1)CCC1C2CC[C@]2(C)C(=O)CCC12 (stereo partly specified),18%,-6%,x,-1.3%[3.08 µM],x,x,-2%,x,1.4%,2%,x
COc1ccc(-c2noc(CCC(=O)N(C)c3cccc(C)c3)n2)cc1,3%,2%,5%,-1.0%,39%,1%,-4%,i,0.7%,-2%,u
Cc1cccc(OCCNC(=O)c2ncn[nH]2)c1,20%,-3%,-5%,-3.7%,26%,2%,-1%,x,1.0%,-2%,-4%
Cc1nnc(SCc2nnc(-c3ccccc3Br)o2)n1-c1ccccc1,1%,30%[activator],-20%,1.6%,7%,0%,-5%,i,-0.2%,3%,u

# Screening data deposited in PubChem BioAssay by National Center for Advancing Translational Sciences (NCATS).
